Source: PubChem BioAssay
BLM helicase inh: qHTS Assay for Inhibitors of Bloom's syndrome helicase (BLM); recombinant BLM DNA unwinding, fluorescence dequenching; Potency, µM (doses to about 56.1 µM), for inactives: at the top dose activity change, negative = inhibition, actives largely listed as inhibitors; 0.2% of 350,000 active;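 also: potency is read from the fitted curve at half-maximal effect; plate controls were vehicle for no effect and no enzyme for full effect; nearly all actives have a fitted effect of over 35% in size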
Apoferritin bind: qHTS Assay for Identification of Novel General Anesthetics | AID 485281, 2010 | 0.074% of 350,000 active | apoferritin/1-aminoanthracene competitive binding, fluorescence | Ferritin light chain (Equus caballus), P02791 | Potency, µM (doses to about 77.5 µM), inactives show at the highest dose activity change, negative = displacement, actives largely listed as inhibitors; also: potency is read from the fitted curve at half-maximal effect; % is scaled to controls: 0 for no effect and ±100 for the full control effect; nearly all actives have a fitted effect of over 20% in size
Target sequence (P02791 2-175 limits assumed): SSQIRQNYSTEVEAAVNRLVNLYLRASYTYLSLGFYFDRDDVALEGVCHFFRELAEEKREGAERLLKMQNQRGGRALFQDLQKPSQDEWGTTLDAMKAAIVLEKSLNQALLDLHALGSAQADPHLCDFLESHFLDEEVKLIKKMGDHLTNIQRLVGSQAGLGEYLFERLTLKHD
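Steps: apoferritin (10 uM) was premixed with half-saturated 1-AMA in PBS, compounds were pin-transferred, plates stood 10 min at room temperature, fluorescence was read at 380/535 nm, and curves were fitted with a Hill equation.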
APE1 inh: qHTS Assay for Inhibitors of the Human Apurinic/apyrimidinic Endonuclease 1 (APE1); DNA repair nuclease/redox regulator APEX1 (Homo sapiens), P27695; recombinant APE1, TAMRA/BHQ-2 abasic DNA cleavage fluorescence; Potency, µM (series often up to 65.8 µM), without a hit: at the top dose activity change, negative = inhibition, most hits filed as inhibitors; 0.35% of 350,000 active; AID 2517, 2012;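 also: potency is read from the fitted curve at half-maximal effect; plate controls were vehicle for no effect and reference inhibitor for full effect; nearly all actives have a fitted effect of over 55% in size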
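APE1 at 0.75 nM preincubated 15 min at room temperature with compound. Reaction then started with 50 nM double-stranded THF-abasic substrate labelled with TAMRA/BHQ-2, and 525/598 nm fluorescence read kinetically. Activity taken as third-minus-first read difference, normalized to DMSO and NSC13755 controls.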
POLK inh: qHTS for Inhibitors of Polymerase Kappa | DNA polymerase kappa (Homo sapiens), Q9UBT6 | purified Pol kappa, fluorescent DNA synthesis assay, 10 min | Potency, µM (series often up to 107 µM), for the others: top-dose activity, negative = inhibition, usual class: inhibitors | 0.53% of 400,000 active; also: potency is read from the fitted curve at half-maximal effect; % is scaled to controls: 0 for no effect and ±100 for the full control effect
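Kinetic fluorescence readout at 0 and 10 min followed reaction start with substrate at 50 nM final. Beforehand, enzyme (10 nM Pol kappa) stood 15 min with compound at room temperature; buffer-only wells were negative controls.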
POLB inh: qHTS Assay for Inhibitors of DNA Polymerase Beta | P06746 | Pol beta primer extension/strand displacement, fluorescence kinetic | Potency, µM (highest dose often 114 µM), inactives show at the highest dose activity change, negative = inhibition, most hits filed as inhibitors | 1.3% of 340,000 active; also: potency is read from the fitted curve at half-maximal effect; % is scaled to controls: 0 for no effect and ±100 for the full control effect
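Reaction started by 50 nM substrate onto compound-treated Pol beta (10 nM, 15 min preincubation, room temperature); plates read at 0 min and 10 min. Normalized concentration-effect data fitted by four-parameter Hill equation.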
Glioma ERSR ind: qHTS for Inducers of the Endoplasmic Reticulum Stress Response (ERSR) in Human Glioma: qHTS. 0.02% of 420,000 active. Potency, µM, for the others: top-dose activation, usual class: activators. U87-MG GRP78 promoter luciferase reporter, 16 h; also: potency is read from the fitted curve at half-maximal effect; series mostly up to about 76 µM; % of control where 0% means no effect; nearly all actives have a fitted effect of over 35% in size
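Stably transfected U87-MG glioma cells carrying a GRP78-based luciferase sensor; 16 h compound incubation. Luminescence end-point read 10 min after Bright-Glo addition at room temperature.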
Pol iota inh: qHTS for Inhibitors of Polymerase Iota; Pol iota fluorescent replication assay, 10 min; Potency, µM (doses to about 115 µM), without a hit: at the highest dose activity, negative = inhibition, most hits filed as inhibitors; 1% of 390,000 active; AID 588590, 2011; also: potency is read from the fitted curve at half-maximal effect
Target sequence (Q9UNA4 whole entry, looked up): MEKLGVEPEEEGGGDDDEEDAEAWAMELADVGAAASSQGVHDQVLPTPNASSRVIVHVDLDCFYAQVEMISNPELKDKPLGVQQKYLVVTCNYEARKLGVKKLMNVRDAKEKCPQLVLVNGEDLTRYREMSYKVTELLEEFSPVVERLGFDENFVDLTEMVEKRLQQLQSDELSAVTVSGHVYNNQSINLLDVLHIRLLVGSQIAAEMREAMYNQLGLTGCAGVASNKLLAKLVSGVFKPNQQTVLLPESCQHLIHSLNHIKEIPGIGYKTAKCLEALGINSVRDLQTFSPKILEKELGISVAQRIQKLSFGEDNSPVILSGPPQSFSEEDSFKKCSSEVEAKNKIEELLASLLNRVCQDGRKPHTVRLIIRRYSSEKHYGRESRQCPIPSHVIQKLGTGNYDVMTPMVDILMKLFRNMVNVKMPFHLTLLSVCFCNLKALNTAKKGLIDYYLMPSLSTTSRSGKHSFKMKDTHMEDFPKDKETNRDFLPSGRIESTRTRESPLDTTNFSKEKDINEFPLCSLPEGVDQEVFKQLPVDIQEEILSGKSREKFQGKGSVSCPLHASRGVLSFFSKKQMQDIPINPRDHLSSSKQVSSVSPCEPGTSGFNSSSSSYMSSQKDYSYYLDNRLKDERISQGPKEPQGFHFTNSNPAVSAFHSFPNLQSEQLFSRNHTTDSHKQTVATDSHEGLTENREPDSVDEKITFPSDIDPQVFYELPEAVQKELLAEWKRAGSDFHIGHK
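Pol iota at 10 nM preincubated 15 min with compounds at room temperature; reaction started with fluorescent substrate, 50 nM final. Fluorescence read kinetically at 0 and 10 min; buffer-only wells as negative control.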
LDHA block: qHTS assay for inhibitors of human lactate dehydrogenase | L-lactate dehydrogenase A chain (Homo sapiens), P00338 | purified LDHA, NADH/diaphorase-resazurin fluorescence; active compounds read low | activity change, % (values are at about 110 or 230 µM) | 0.15% of 480,000 active | AID 1347041, 2019; in the data active = activity change below about -30%; inconclusive = mostly about -25% to -30%;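 also: plate controls were DMSO wells for no effect and wells without enzyme for full effect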
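Remaining NADH was detected by diaphorase (0.133 mg/mL) converting 37 µM resazurin to fluorescent resorufin, read at 0 and 20 minutes. The preceding 5-minute room-temperature reaction used 2 nM LDHA, 0.2 mM sodium pyruvate and 0.06 mM NADH at pH 7.4.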
Pol eta inh: qHTS for Inhibitors of Polymerase Eta. DNA polymerase eta (Homo sapiens), Q9Y253. recombinant Pol eta, fluorescent DNA replication assay. Potency, µM (highest dose often 114 µM), without a hit: at the highest dose activity change, negative = inhibition, hits mostly inhibitors. 1.2% of 390,000 active. AID 588591, 2011; also: potency is read from the fitted curve at half-maximal effect; % is scaled to controls: 0 for no effect and ±100 for the full control effect
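Pol eta (10 nM) was preincubated with compounds for 15 min at room temperature, after which fluorescent replication substrate (50 nM final) was added to start the reaction. Fluorescence was read kinetically at 0 and 10 min.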
* = called active by the depositor; ? = inconclusive; / = not tested or not shown; & = joins results of further samples; [ ] = dose if it differs, or a comment. Unless noted, calls follow the shape of the dose curve; as a rule, active = well fitted curve in the direction sought with a large enough effect; inconclusive = small, poorly fitted or top-dose-only effect, or another doubt; inactive = no such curve, though single readings can be large; an effect the other way counts as inactive or inconclusive. Some of the compounds tested; count on the stated rates, not on these rows.

SMILES | BLM helicase inh | Apoferritin bind | APE1 inh | POLK inh | POLB inh | Glioma ERSR ind | Pol iota inh | LDHA block | Pol eta inh
CCCN1CCN(CCCNC(=O)Cn2nc(-c3ccc(C)cc3)ccc2=O)CC1 | 3% | -9% | 3% | -7% | -6% | -4% | -10% | -18 | -4%
CCOC(=O)c1c(NC(=O)Cn2cnc3scc(-c4ccc(C)cc4)c3c2=O)sc(C)c1C | 0% | 3% | 18% | -27% | 11% | -1% | -15% | -5 | 1%
Cc1cccc(C(=O)NNS(=O)(=O)c2ccccc2)c1O | -2% | -19% | 18% | -12% | 50% | 10% | 87%[activator] | 7 | 2%
CCCN1CCN(C(=S)Nc2ccc(SC(F)F)cc2)CC1 | -2% | -13% | 2% | -4% | 8% | 4% | ? | -2 | -8%
COc1ccc(/C=N/Nc2cc(N3CCCC3)nc(N3CCCC3)n2)cc1 | -23% | -20% | 1% | -12% | 27% | -5% | 88%[activator] | 36 | -12%
Cc1ccc(C)c(NC(=O)Cn2nc(-c3ccccc3)nc2-c2ccccc2)c1 | 1% | -6% | -4% | -3% | 0% | 1% | 24% | -3 | -10%
Cc1oc(-c2ccccc2F)nc1CN1CCC(C(=O)NCc2cccnc2)CC1 | -2% | -6% | -2% | -9% | 3% | -5% | 11% | 0 | 4%
COc1cccc2c1OCC(C(=O)NCc1ccc(Cl)cc1Cl)=C2 | -8% | -17% | -4% | -16% | -19% | -1% | 45%[activator] | -2 | -12%
Cc1cc(NS(=O)(=O)c2ccccc2)cc(Cl)c1O | -16% | ? | -2% | -6% | 1% | -3% | 10% | 11 | -5%
CCOc1ccc(-c2nn(-c3ccccc3)cc2/C=C2\SC(=S)N(C3CCS(=O)(=O)C3)C2=O)cc1 (centres undefined) | -5% | -15% | 0% | -21% | 23% | -2% | 14% | -6 | 4%
Fc1ccc(-n2cc(CNCCc3ccccn3)c(-c3ccccc3Cl)n2)cc1 | 0% | ? | -3% | -5% | -2% | -1% | 144%[activator] | 2 | -12%
Cc1ccccc1CN1CCN(C(=O)c2cc(-c3ccncc3)nc3ccccc23)CC1 | -6% | -16% | -10% | -12% | 2% | -5% | 19% | -6 | -14%
CN1C(=O)/C(=N\OC(=O)c2cccc3ccccc23)c2ccccc21 | -4% | -22% | 1% | -6% | 46% | -3% | 32µM* | 0 | 1%
O=C(Cn1cnc2c(OCc3ccccc3)ncnc21)NCCCc1ccccc1 | / | / | -2% | -3% | / | 2% | -6% | -9 | -6%
O=C(COc1ncnc2ccc(Br)cc12)NCc1ccc2c(c1)OCO2 | -1% | ? | -1% | -1% | 10% | 0% | 3% | -7 | -3%
COc1ccc(C2CC(=O)NC(NC(=O)c3ccc(Br)cc3)=N2)c(OC)c1OC (centres undefined) | -3% | 12% | / | -7% | 8% | 0% | 18% | -8 | -13%
NN=C(c1cccc([N+](=O)[O-])c1)c1cccc([N+](=O)[O-])c1 | / | / | / | -2% | / | -5% | 21% | -4 | -5%
CCc1nnc(NC(=O)COc2ccc([N+](=O)[O-])cc2)s1 | 3% | -2% | 8% | -19% | -24% | -4% | 77%[activator] | -8 | -10%
COc1ccc(-n2c(Cc3cccn3C)nnc2SCC(=O)Nc2ccc3c(c2)OCCO3)cc1 | 1% | -8% | 1% | 6% | -3% | -3% | -3% | -3 | -7%
COc1ccc(CCNC(=O)COC(=O)c2cc(S(=O)(=O)N3CCCC3)ccc2O)cc1 | / | / | -2% | -12% | / | 6% | 5% | -5 | -9%
O=C(CCCCn1c(=O)c2ccccc2n(CC(=O)Nc2cccc(F)c2)c1=O)NCc1ccccc1Cl | -6% | -6% | / | 12% | 40% | -3% | 4% | -2 | 3%
O=C(O)/C=C/c1cnc2ccccc2c1 | 1% | -1% | 4% | -5% | -7% | -3% | 48%[activator] | -6 | -2%
NS(=O)(=O)c1ccc(NC(=O)Cc2cccs2)cc1 | 1% | -11% | -12% | 1% | -6% | -3% | 108%[activator] | -7 | -12%
COc1ccc(Cl)cc1NC(=O)CSc1nc2c([nH]c3ccccc32)c(=O)n1-c1ccccc1 | -4% | 8% | / | -4%[60.1 µM] | -29% | -2% | -11% | 0 | 15%
COC(=O)c1ccc(COC(=O)Cc2n[nH]c(=O)c3ccccc23)cc1 | 1% | -11% | 4% | -9% | 1% | 6% | 149%[activator] | -4 | 4%
SMILES | BLM helicase inh | Apoferritin bind | APE1 inh | POLK inh | POLB inh | Glioma ERSR ind | Pol iota inh | LDHA block | Pol eta inh
CCCCN(C(=O)CCC(=O)Nc1cc(C)on1)C(C(=O)NC1CCCC1)c1ccc(OC)cc1 (centres undefined) | 0% | -13% | -2%[12.4 µM] | 0% | 0% | 1% | 137%[activator] | -7 | -27%
COCCNC(=O)CNC(=S)N(CCCN1CCOCC1)Cc1cccs1 | -4% | -6% | 1% | -13% | 23% | -1% | 79%[activator] | -5 | 4%
CCn1c(CCCOc2ccc(Cl)cc2Cl)n[nH]c1=S | -5% | -19% | -1% | 8% | 2% | 5% | 39%[activator] | -1&-1 | -20%
C(=Nc1cnc2ccccc2c1)c1ccncc1 | / | / | / | 3% | / | -6% | 13% | 5 | /
COC(=O)COc1ccc(S(=O)(=O)NCc2ccccn2)cc1 | -2% | -5% | -12% | 0% | ? | -4% | 15% | -2 | -3%
COc1ccc(Nc2nc(C)cc(C)c2C(N)=O)cc1 | 0% | 1% | 2% | 0% | 3% | 2% | 1% | -4 | -5%
CC1CCc2c(sc(NC(=O)COC(=O)c3ccc(O)cc3)c2C#N)C1 (centres undefined) | -12% | ? | 6% | -19% | ? | 3% | ? | -2 | ?
CS(=O)(=O)Nc1ccc(C(=O)NCc2ccc3c(c2)OCO3)cc1 | 3% | -6% | -3% | 0% | 7% | -3% | 4% | 1 | 4%
Cc1ccc(-c2csc3nc(-c4ccncc4)[nH]c(=O)c23)cc1 | -5% | -3% | -1% | -18% | 3% | 0% | ? | -5 | ?
O=C(NC1CC1)c1cc(-c2ccco2)nc2ccccc12 | 14µM* | -4% | 11µM* | 20µM* | ? | -3% | ? | 1&7 | 3.5µM*
Cc1ccc(-n2ncc3c(N4CCCCCC4)ncnc32)cc1C | -4% | -9% | / | -9%[60.1 µM] | 4% | -9% | 23% | -1 | -19%
CC(C)c1ccc(Nc2ncnc3onc(-c4ccc(F)cc4)c23)cc1 | -5% | -15% | / | -3% | 9% | -1% | 4% | -3 | -9%
COc1cc(OC)cc(C(=O)NC(=S)N2CCN(c3ccc(C(F)(F)F)cc3[N+](=O)[O-])CC2)c1 | -9% | ? | -4% | -7% | 42% | -1% | 11% | -10 | -9%
CCN(c1ccccc1)S(=O)(=O)c1ccc(C(=O)Nc2c(C)n(C)n(-c3ccccc3)c2=O)cc1 | / | / | -5% | -9% | / | -1% | -4% | -3 | -5%
CCc1ccc(-c2nc3c(c(SCc4ccccc4)n2)Cc2c(CO)cnc(C)c2O3)cc1 | -6% | 8% | / | -23% | 5% | -4% | 14% | -4 | -8%
CSc1nc(-c2ccccc2)nc(SC)c1C(C)=O | -3% | -5% | -4% | -5% | -6% | -3% | 20% | -3 | -15%
O=C(NCCc1ccccc1)c1cccc(N2CCCC2=O)c1 | -1% | -3% | 0% | -20% | 1% | -13% | 5% | -8 | 3%
CN(CCOc1ccc(Cl)cc1)C(=O)c1cc(-c2ccco2)nc2ccccc12 | / | / | 18% | -8% | / | -6% | 15% | -3 | -24%
CCC(=O)c1ccc2c(c1)OCCO2 | 1% | -15% | -1% | -4% | -1% | 0% | 9% | 2 | -3%
Cc1noc(C)c1C(c1ccccc1)c1ccccc1 | -15% | -18% | -2% | -8% | 2% | -4% | -3%[58.9 µM] | 2 | -18%
COc1ccc(N(C(=O)c2ccc(S(=O)(=O)N3CCOCC3)cc2)C2C=CS(=O)(=O)C2)cc1 (centres undefined) | -1% | -13% | 15% | 0% | 27% | -2% | -4% | 1 | -12%
Cc1nc2ncnn2c(N2CCN(C(=O)c3cccc(F)c3)CC2)c1C | 0% | -2% | 10% | -5% | -22% | -3% | -3% | -6 | 7%
CCOC(=O)C1CCC(CN(Cc2ccccc2)S(=O)(=O)c2ccc(Br)cc2)CC1 (centres undefined) | -6% | 5% | / | -12%[60.1 µM] | 6% | -2% | 9% | -2 | -10%
CSCCC(NC(=O)c1ccccc1)C(=O)NCCc1ccccc1 (centres undefined) | -4% | 2% | 54%[activator] | 2% | 12% | 5% | 36%[activator] | -4 | -5%
CCc1noc(C)c1C(=O)N1CCCSC1=Nc1ccccc1OC | / | / | 5% | -14% | / | -2% | 19% | -9 | -3%
O=C(NC1CCCCC1)c1ccc2c(c1)OCCO2 | -3% | 0% | 26% | 3% | 0% | -5% | 48%[activator] | -3 | -12%
Cc1ncc(CO)c(CO)c1O | -2%[21.4 µM] | -6%[29.3 µM] | 49%[activator] | -1% | / | -1%&-4%&-6% | ? | -6 | -9%
COc1ccc(Cl)cc1NC(=O)CCCNC(=O)c1ccc(Cl)cc1 | -2% | -5% | 39% | 1% | 1% | 0% | 32%[activator] | -1 | -2%
CC(=O)OCC=C1CCC2C3CC(C)C4=CC(=O)CCC4(C)C3C(O)CC12C (centres undefined) | / | / | / | -5% | / | -1% | 42%[activator] | -1 | -18%
CC(C)(C)C(=O)Nc1ccc(C(=O)Nc2cccnc2)cc1 | -3% | -16% | 3% | -5% | 0% | 4% | 11% | 0 | -2%
